Bioassay records from PubChem.
STEP block – STEP phosphatase inhibitors, primary screen, biochemical, fluorescence intensity, uHTS; Tyrosine-protein phosphatase non-receptor type 5 (Homo sapiens), P54829; recombinant STEP, OMFP fluorogenic substrate; inhibition, % at 20 µM; actives 0.25% (n = 360,000);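 active = inhibition at 20 µM, scaled per plate between control wells, above about 37%, limit read from the data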;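 note: 0% = DMSO with enzyme and substrate and 100% = substrate only without enzyme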
Target sequence (P54829 whole entry, looked up): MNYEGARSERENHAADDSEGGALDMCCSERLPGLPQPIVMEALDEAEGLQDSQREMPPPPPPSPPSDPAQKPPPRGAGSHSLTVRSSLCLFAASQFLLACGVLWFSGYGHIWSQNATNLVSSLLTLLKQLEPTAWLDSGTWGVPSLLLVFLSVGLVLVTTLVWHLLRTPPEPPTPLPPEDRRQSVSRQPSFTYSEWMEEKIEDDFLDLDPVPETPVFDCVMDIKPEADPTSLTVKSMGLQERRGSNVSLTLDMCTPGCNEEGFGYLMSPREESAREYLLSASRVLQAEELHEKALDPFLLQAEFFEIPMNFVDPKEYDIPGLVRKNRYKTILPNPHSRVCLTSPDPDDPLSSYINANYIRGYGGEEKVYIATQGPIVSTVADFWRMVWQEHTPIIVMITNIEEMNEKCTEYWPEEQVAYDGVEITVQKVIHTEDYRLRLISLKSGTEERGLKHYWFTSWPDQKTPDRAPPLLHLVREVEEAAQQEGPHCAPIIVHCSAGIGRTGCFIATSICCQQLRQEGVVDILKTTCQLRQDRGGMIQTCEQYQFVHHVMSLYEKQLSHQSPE
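Material: STEP (striatal-enriched tyrosine phosphatase) enzyme, cell-free | Medium: 50 mM Bis-Tris pH 6.0 with 2.5 mM DTT and 0.005% Tween 20 | Read-out: Percent inhibition scaled to no-enzyme and uninhibited-enzyme controls, plate-pattern corrected | Signal: Fluorescence read at 480 nm ex / 540 nm em | Times: 20 min reaction, room temperature, in the dark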
DNMT1 block – human DNMT1 methyltransferase inhibitors, primary screen, biochemical, molecular beacon, fluorescence, HinP1I cleavage, uHTS; DNA (cytosine-5)-methyltransferase 1 (Homo sapiens), P26358; AID 588458, 2011; actives 0.83% (n = 360,000); inhibition (reported as % activation of signal), % at 10 µM; in the data active = inhibition above about 50%
NRP1-CendR mod – modulators of CendR peptide binding to NRP-1, primary screen, biochemical, fluorescence polarization, uHTS | Neuropilin-1 (Homo sapiens), O14786 | FAM-RPARPAR peptide binding to NRP-1 | inhibition, % at 25 µM | actives 0.85% (n = 360,000);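 active = inhibition or corrected inhibition above about 18%, plus a signal ratio from 0.5 to 1.5, limit read from the data, passing the limit was not always enough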; note: strong numbers were not always called active
NadD block – inhibitors of S. aureus NadD, primary screen, biochemical, colorimetric, uHTS | Nicotinate-nucleotide adenylyltransferase NadD (Staphylococcus aureus N315) | purified NadD enzyme, colorimetric absorbance read-out | inhibition, % at 20 µM | actives 0.78% (n = 360,000); in the data active = inhibition above about 26%; note: some compounds past the cut are filed as inactive
SUMO1 PPI mod – modulators of SUMO1 protein-protein interactions, primary screen, biochemical, uHTS | SUMO1 binding to a labelled peptide, TR-FRET, 1 h | inhibition, % at 20 µM | actives 0.33% (n = 360,000); in the data active = inhibition above about 37%
Target sequence (P63165 whole entry, looked up): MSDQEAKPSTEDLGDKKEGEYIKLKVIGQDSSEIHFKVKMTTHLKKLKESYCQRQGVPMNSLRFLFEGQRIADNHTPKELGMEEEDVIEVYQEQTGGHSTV
Neddyl block – inhibitors of cullin neddylation, primary screen, biochemical, TR-FRET, uHTS, NAE and Ubc12; calls only at 25 µM; actives 0.58% (n = 360,000); in the data active = inhibition above about 36%
LMPTP inh – LMPTP phosphatase inhibitors, primary screen, biochemical, fluorescence intensity, uHTS; actives 0.22% (n = 360,000); inhibition, % at 20 µM; recombinant LMPTP-A, OMFP fluorogenic substrate; AID 651560, 2012;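 active = compounds that cut the enzyme signal by at least half of the control window in the single-dose screen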;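 note: plate controls were DMSO wells with enzyme plus substrate for no effect and substrate without enzyme for full effect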
Target sequence (P24666 whole entry, looked up): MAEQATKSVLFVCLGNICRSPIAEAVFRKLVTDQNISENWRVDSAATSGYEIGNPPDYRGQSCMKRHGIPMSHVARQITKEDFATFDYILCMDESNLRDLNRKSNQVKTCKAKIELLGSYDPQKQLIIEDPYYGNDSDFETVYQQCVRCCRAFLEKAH
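Test system – LMPTP-A enzyme · Amount – LMPTP-A at 0.625 nM final in the reaction · Buffer or medium – Bis-Tris pH 6.0, DTT, detergent · Reagent – OMFP 400 µM · Doses – single 20 µM dose · Schedule – reaction 50 min, room temperature, dark · Detection – fluorescence intensity of OMFP turnover product · Evaluation – percent inhibition versus substrate-only and uninhibited controls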
Scp1 inh – Scp-1 phosphatase inhibitors, primary screen, biochemical, colorimetric, uHTS; Carboxy-terminal domain RNA polymerase II polypeptide A small phosphatase 1 (Homo …; Recombinant Scp1, phosphopeptide, malachite green phosphate absorbance; inhibition, % at 20 µM; actives 0.88% (n = 340,000); AID 493091, 2011;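 active = inhibition above about 50% at 20 µM, limit read from the data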;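 note: plate controls were DMSO wells with enzyme for no effect and wells lacking enzyme for full effect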
Target sequence (Q9GZU7 76-261 limits assumed): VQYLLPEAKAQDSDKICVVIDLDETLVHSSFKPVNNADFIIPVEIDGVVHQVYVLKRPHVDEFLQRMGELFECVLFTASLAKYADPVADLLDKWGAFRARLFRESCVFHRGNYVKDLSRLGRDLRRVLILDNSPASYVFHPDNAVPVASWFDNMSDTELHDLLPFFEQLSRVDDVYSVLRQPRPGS
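Material – SCP-1 phosphatase catalytic domain, residues 76-261 · Buffer or medium – Acidic Tris acetate buffer with magnesium and detergent · Also added – Phospho 17-mer peptide substrate · Compound – single 20 µM dose, 1% DMSO · Times – 45 min room-temperature reaction, 5 min colour, 30 min stabiliser · Technique – Phosphate-binding colour reagent, absorbance read at 630 nm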
Tb MetRS inh – T. brucei MetRS inhibitors, primary screen, biochemical, luminescence; methionyl-tRNA synthetase (Trypanosoma brucei brucei); purified T. brucei MetRS, ATP depletion, Kinase-Glo luminescence; inhibition, % at 11.9 µM; actives 0.4% (n = 360,000);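 active = inhibition above a per-plate cutoff of the control wells' mean inhibition plus 3 SD, cut at about 5.5% in these data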;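 note: 0% = DMSO wells median and 100% = median of wells with control inhibitor compound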
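Test system: purified T. brucei MetRS enzyme. Also added: ATP, methionine and E. coli bulk tRNA substrates. Compound: 11.9 µM single point. Schedule: 15 min enzyme-compound preincubation, 2 h reaction, 10 min detection, 25 °C. Signal: luciferase luminescence of residual ATP, Kinase-Glo. Evaluation: percent inhibition versus plate control medians. Controls: DMSO wells, low control.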
SKN-1 block – suppressors of acrylamide-induced Pgst-4::GFP reporter in worms, primary screen, SKN-1 inhibitor project, whole organism, uHTS, GFP/RFP fluorescence ratio, strain VP596; inhibition, % at 21.8 µM; C. elegans VP596 Pgst-4::GFP/RFP ratio, 24 h; actives 0.49% (n = 360,000); AID 624304, 2012;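 active = interference check ratio from 0.5 to 1.5 plus GFP to RFP signal ratio inhibition reaching or exceeding a fixed threshold, cut at about 30% in these data, passing the limit was not always enough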; note: some compounds called inactive have numbers as strong as hits
* hit, by the source's call; i = inactive; x = not tested or not shown.

SMILES	STEP block	DNMT1 block	NRP1-CendR mod	NadD block	SUMO1 PPI mod	Neddyl block	LMPTP inh	Scp1 inh	Tb MetRS inh	SKN-1 block
C/C(=N/OC(=O)c1ccc(Br)cc1)c1ccc(C)cc1	0	1	2	4	1	i	-1.2	-5	1.5	-8
CC(C)C(=O)Nc1ccc(O)c(-c2csc(N)n2)c1	0	-1	7	-2	0	i	1.3	-8	0.2	-3
COc1ccc(NC(=O)c2noc3c2CCC3)cc1	7	108*	1	-4	12	i	6.9	83*	-1.7	-2
Cc1cc(C(=O)COc2ncnc3sccc23)c(C)n1C1CC1	-2	-4	-37	0	2	i	0.4	-4	-0.8	9
CN1CCC(OC(=O)c2cc3cc(Br)ccc3oc2=O)CC1	1	2	9	2	-22	i	-0.6	-2	-0.5	-8
O=C(Cn1cnc2c(nnn2Cc2ccc(Cl)cc2)c1=O)NCc1ccco1	0	1	-7	5	-16	i	-0.7	7	-0.9	1
CC(=O)Nc1nn(C)c2nc(C)cc(C)c12	-2	1	1	-5	3	x	-1.0	-3	-0.2	-5
CC1Oc2ccccc2N(CC(=O)NCCc2ccccc2)C1=O (centres undefined)	-1	-7	15	-3	-7	i	0.0	2	-0.3	13
CC(=O)Nc1ccc(NC(=O)Nc2cccc(Cl)c2)cc1	-2	0	-21	-3	-1	i	1.3	-7	0.4	2
Nc1c(C(=O)NCCN2CCOCC2)c2nc3ccccc3nc2n1-c1ccc2c(c1)OCO2	3	-14	8	9	-13	i	3.1	-10	0.5	16
CC(=O)CC(=O)Nc1ccc2ccccc2c1	0	1	7	-6	-6	i	-2.9	-4	-0.8	18
CC(C)N1CCN(C(=O)c2ccc(NC(=O)c3ccc(Br)o3)cc2)CC1	1	2	5	0	9	i	-0.9	-3	0.0	6
Cc1csc(C(C)NC(=O)c2ccc(OC3CCN(CCc4ccccc4)CC3)cc2)n1 (centres undefined)	-1	-2	6	-9	4	i	-1.1	3	-0.5	-12
[O-][n+]1onc2c1CCc1nnc(-c3ccccc3)cc1-2	0	2	-7	7	-29	i	-1.0	0	-0.7	6
COc1cccc(CN2CCN(Cc3ccc(O)c(OC)c3)CC2CCO)c1 (centres undefined)	-1	-1	7	-5	2	i	-0.2	-9	-0.3	-2
COc1ccc(Cl)cc1NC(=O)CN(C)C(=O)C1CC1	2	2	-5	-5	6	i	-1.1	3	-0.3	3
COC(=O)c1ccc(CSc2nnc(-c3ccncc3)n2Cc2ccccc2)o1	-1	-1	-4	11	-2	i	1.3	0	0.1	19
Cc1cccc(C)c1NC(=O)NCCCN1CCN(c2ccccc2)CC1	4	4	0	-7	3	i	-3.2	-7	-0.5	-11
COc1ccc(C2Nc3ccccc3NC3=C2C(=O)CC(C)(C)C3)cc1OC (centres undefined)	-2	0	-3	-1	-2	i	-1.1	0	0.2	2
COC(=O)c1cc(S(=O)(=O)N2CCCCC2)c[nH]1	3	2	6	-2	-1	i	-1.1	-9	-0.6	-6
COc1ccc(NS(=O)(=O)c2ccc(OC)c(NC(=O)CCC3CCCCC3)c2)cc1	0	-7	-12	-7	-3	i	4.2	-8	-0.1	-1
COc1cccc(CN2C(=O)c3ccccc3C2C(=O)NCC2CCCO2)c1 (centres undefined)	-2	3	2	4	2	i	-1.9	6	-0.6	5
COc1ccc([N+](=O)[O-])cc1NC(=O)c1ccco1	-2	9	-5	7	-3	i	-1.1	1	-0.4	5
CCC(C)NCCOCCOc1ccc(Cl)c2ccccc12 (centres undefined)	-2	1	1	-3	-16	i	-0.2	6	-0.4	-4
c1coc(-c2ccnc(-n3cccc3)n2)c1	-3	-4	5	-2	0	i	-0.6	-4	-0.1	34
CCCCOP(=O)(OCCCC)C(O)c1ccc(Br)cc1 (centres undefined)	-6	5	4	-9	3	i	-0.2	-4	-0.7	-6
CCc1cc(CNC(=O)c2ccc(OC3CCN(CCc4ccccc4)CC3)cc2)on1	92*	21	8	-7	4	i	12	74*	0.7	1
COc1ccc(C2OC(=O)CC2C(=O)NCc2ccc(Cl)cc2)cc1OC (centres undefined)	10	-1	-6	-7	1	i	-1.3	-4	-0.2	9
COc1cccc(/C=c2\sc3nc(-c4cccs4)nn3c2=O)c1OC	1	4	-10	5	25	i	0.7	-21	0.3	-3
CCCn1c2ccccc2c2cnn(CC(=O)NC3CCCCC3)c(=O)c21	-1	4	6	-7	-2	i	-4.4	-2	-0.6	-5
CCOC(=O)c1ccccc1NC(=O)COC(=O)c1ccccc1C(=O)N(C)c1ccccc1	1	1	4	-3	0	i	1.9	-6	-0.7	-1
CCOCCOC(=O)c1[nH]c2c(c1C)C(=O)CC(c1ccc(OC)c(OC)c1)C2 (centres undefined)	0	-1	-1	0	2	i	0.8	-3	-0.4	-4
COc1ccc(C2CCCN2C(=O)Nc2ccc(C)c(C)c2)cc1OC (centres undefined)	0	1	-10	0	3	i	-0.6	-6	0.1	-9
COc1ccc(C)cc1NS(=O)(=O)c1cc(C)ccc1C	0	-4	10	-8	-1	i	1.3	-14	-1.0	-2
N/C(=N\N=C\c1ccco1)SC1CC(=O)N(c2ccc(C(=O)O)cc2)C1=O (centres undefined)	-2	3	0	-6	-3	i	-0.3	-6	-0.6	9
Cc1noc(C)c1C(=O)OCC(=O)Nc1ccccc1Oc1ccccc1	0	-1	3	0	1	i	1.3	-15	-0.3	30
CC(C)CN(CC(C)C)S(=O)(=O)N1CCC(C(=O)NCc2ccco2)CC1	-1	-1	7	-6	2	i	-1.0	-13	0.2	8
Cc1cccnc1NC(=S)NC(=O)c1cccs1	-1	4	0	0	-7	i	1.4	0	-0.7	9
COc1cccc(N2CCN(S(=O)(=O)c3ccc4c(c3)NC(=O)CS4)CC2)c1	2	-2	4	-2	18	i	1.2	-9	-0.2	12
CCC1(C(=O)OC)NC(c2ccccc2OC)C2C(=O)N(C)C(=O)C21 (centres undefined)	0	1	-3	2	1	i	-0.6	5	-0.4	-17
Nc1nc(NCC2CCCO2)nc(Nc2cccc(F)c2)c1[N+](=O)[O-] (centres undefined)	-2	3	2	-2	-5	i	6.5	-3	-0.2	-3
CCOC(=O)c1ccc(NC(=O)C(=O)NCc2ccncc2)cc1	-9	7	-3	-2	2	i	-2.6	4	-1.5	-7
Cc1ccc(S(=O)(=O)NN=CC=CC=NNS(=O)(=O)c2ccc(C)cc2)cc1	-4	1	-10	13	-4	i	-0.8	x	-0.1	8
COc1ccc(CNC(=O)CCSCc2ccc(C)cc2)cc1	-2	0	2	-12	-1	i	-0.2	-7	-0.5	27
COc1cc(C#Cc2c(-c3cncn3C)n(C)c3ccc(-c4cc(OC)c(OC)c(OC)c4)cc23)cc(OC)c1	0	-44	8	25	-4	x	9.2	8	-0.5	26
COc1ccc(C2C(C(=O)c3sc(C)nc3C)=C(O)C(=O)N2CCN(C)C)cc1 (centres undefined)	2	-8	12	-5	-8	i	-3.7	-7	-1.0	-11
Cc1ccc([N+](=O)[O-])cc1NC(=O)Nc1cccc(F)c1	-3	0	10	-14	-8	i	2.5	-11	-0.1	2
Cc1ccc(-n2nnc(-c3cccnc3)n2)cc1	4	49	7	-11	13	i	-3.3	0	-0.3	-4
CC(=O)Nc1ccc(NC(=O)C(Sc2ccccc2)c2ccccc2)cc1 (centres undefined)	2	-1	7	-5	10	i	1.2	-6	-0.2	1
CCCCN(C(=O)CCC(=O)Nc1cc(C)on1)C(C(=O)NC1CCCC1)c1ccccc1OCC (centres undefined)	-2	0	-4	-7	6	i	-0.3	-6	0.4	11

Part of the list above in order of length of the SMILES, rising:
SMILES	STEP block	DNMT1 block	NRP1-CendR mod	NadD block	SUMO1 PPI mod	Neddyl block	LMPTP inh	Scp1 inh	Tb MetRS inh	SKN-1 block
CCC(C)NCCOCCOc1ccc(Cl)c2ccccc12 (centres undefined)	-2	1	1	-3	-16	i	-0.2	6	-0.4	-4
COc1ccc(CNC(=O)CCSCc2ccc(C)cc2)cc1	-2	0	2	-12	-1	i	-0.2	-7	-0.5	27
Cc1ccc(S(=O)(=O)NN=CC=CC=NNS(=O)(=O)c2ccc(C)cc2)cc1	-4	1	-10	13	-4	i	-0.8	x	-0.1	8

(list continues)
SMILES	STEP block	DNMT1 block	NRP1-CendR mod	NadD block	SUMO1 PPI mod	Neddyl block	LMPTP inh	Scp1 inh	Tb MetRS inh	SKN-1 block
Cn1c(=O)c2c(-c3ccccc3)n(-c3cc(C(=O)O)ccc3O)cc2n(C)c1=O	2	3	-1	-4	10	i	-1.6	x	-0.6	-6
COc1cc2c(c(O)c1OC)-c1c(cc(OC)c(OC)c1OC)C[C@@H](C)[C@@H](C)C2	0	2	9	-1	0	i	0.2	-3	-0.3	12
CCN(CC)CCN1C(=O)C(O)=C(C(C)=O)C1c1ccc(OC)c(OC)c1 (centres undefined)	5	1	23	-5	-5	i	-1.6	-8	0.0	-7
CCOc1ccc(NC(=O)CSc2nnc(-c3ccncc3)n2CC2CCCO2)cc1 (centres undefined)	2	1	5	1	-2	i	-1.9	2	0.0	-7
C/C(=N\OCC(=O)Nn1c(C)nc2ccccc2c1=O)c1ccccc1	3	2	-10	0	2	i	-1.8	-10	0.4	2
NC(=O)c1ccccc1NC(=O)c1cc(S(=O)(=O)N2CCCCC2)ccc1N1CCOCC1	-1	1	5	8	-3	i	0.9	-3	-0.4	-2
CCN(CC)CCCN1C(=O)C(=O)/C(=C(/O)c2ccc(C)cc2)C1c1ccccn1 (centres undefined)	-4	6	17	-1	-5	i	-1.4	-11	0.9	7
Cc1cc2cc3c(cc2nc1SCc1ccc(C(=O)O)cc1)OCCO3	1	-7	-16	15	-2	i	3.4	28	0.2	5
Cc1cccc(NC(=O)CCS(=O)(=O)c2ccc(Cl)cc2)c1	-1	-3	10	-3	1	i	-0.5	-10	-0.6	10
